EPAC1 antagonist: qHTS for Antagonist of cAMP-regulated guanine nucleotide exchange factor 3 (EPAC1): primary screen | Rap guanine nucleotide exchange factor 3 (Homo sapiens), O95398 | Potency, µM (doses to about 115 µM), inactives show at the highest dose activity change, negative = inhibition, usual class: inhibitors | 360,000 compounds, 0.14% hits | EPAC1 GEF assay, Rap1b-BODIPY-GDP exchange fluorescence;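 further: potency means the concentration at half of the fitted maximal effect; plate controls were vehicle for no effect and positive control for full effect; nearly all actives have a fitted effect of over 50% in size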
EPAC1 ag: qHTS for Agonist of cAMP-regulated guanine nucleotide exchange factor 3 (EPAC1): primary screen; Rap guanine nucleotide exchange factor 3 (Homo sapiens), O95398; Potency, µM (titrated, usually from 154 µM), for the others: top-dose activation, usual class: activators; EPAC1 agonist qHTS, biochemical assay; response scale: 100% = response to 6.5 mM cAMP; 360,000 compounds, 0.073% hits; AID 720707, 2013; further: potency means the concentration at half of the fitted maximal effect; nearly all actives have a fitted effect of over 60% in size
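Multi-concentration qHTS readout: loss of Rap1B-bound BODIPY-GDP fluorescence driven by 100 nM EPAC1 with excess GDP (50 uM), monitored kinetically at room temperature; agonist response expressed relative to 6.5 mM cAMP.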
GLP-1R inv ag: qHTS of GLP-1 Receptor Inverse Agonists (Inhibition Mode); Glucagon-like peptide 1 receptor (Homo sapiens), P43220; HEK293 GLP-1R CRE-luciferase, luminescence, 24 h; GLP-1R form is constitutively active; Potency, µM (highest dose often 38.3 µM), without a hit: at the highest dose activity change, negative = inhibition, most hits filed as inhibitors; 410,000 compounds, 1.6% hits; further: potency means the concentration at half of the fitted maximal effect; on the % scale 0 is the no-effect control and ±100 the full control effect; nearly all actives have a fitted effect of over 55% in size
Target sequence (P43220 whole entry, looked up): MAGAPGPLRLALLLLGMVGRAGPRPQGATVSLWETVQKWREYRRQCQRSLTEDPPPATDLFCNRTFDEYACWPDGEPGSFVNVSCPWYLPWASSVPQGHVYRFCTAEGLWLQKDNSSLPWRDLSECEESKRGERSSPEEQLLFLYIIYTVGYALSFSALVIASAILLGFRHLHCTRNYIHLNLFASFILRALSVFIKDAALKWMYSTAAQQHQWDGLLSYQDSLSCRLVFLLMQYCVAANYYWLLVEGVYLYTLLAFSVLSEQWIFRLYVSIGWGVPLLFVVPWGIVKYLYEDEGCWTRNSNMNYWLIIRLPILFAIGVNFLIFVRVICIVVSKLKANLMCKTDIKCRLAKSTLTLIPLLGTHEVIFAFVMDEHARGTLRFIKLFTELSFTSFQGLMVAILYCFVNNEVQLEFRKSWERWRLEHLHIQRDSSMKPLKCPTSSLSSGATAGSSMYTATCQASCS
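Inverse agonism was detected as reduced cAMP-driven luciferase luminescence after 24 h compound treatment. The cells were HEK293 clones expressing constitutively active human GLP-1R with the reporter. Reporter-only and GPR119 cell lines served as counterscreen controls.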
PI5P4K alpha inh: qHTS for Inhibitors of phosphatidylinositol 5-phosphate 4-kinase (PI5P4K); max response, %; AID 652105, 2013; 330,000 compounds, 1.2% hits; PI5P4Kalpha enzyme, ADP-Glo luminescence, 60 min; stronger effect = lower value; active means max response of -50% or lower; inconclusive means between -30% and -50%; inactive means -30% or higher; further: value at the top dose of about 77 µM; on the % scale 0 is the no-effect control and ±100 the full control effect
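qHTS, 1536-well: enzyme/substrate mix, compound by pin tool, 5 microM ATP final; RT 60 min; ADP-Glo reagents 1 (45 min) then 2 (30 min); luminescence.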
IL2 activator: qHTS of IL-2 Activators; IL-2 activation reporter assay, cell-based qHTS; stimulated with anti-CD3/CD4/CD28 beads; in transgenic mouse T cells; activation, % (series mostly up to about 46 µM); 360,000 compounds, 0.065% hits; AID 652025, 2013; in the data active means activation above about 50%; inconclusive means mostly about 30% to 49%; further: 0% is about no effect
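Readout: EGFP and DsRed signals by fluorescent plate cytometry. Unstimulated transgenic mouse T cells received compound 60 min before antibody-bead stimulation, then incubated 18 h at 37 degrees C.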
GLP1R ag: qHTS of GLP-1 Receptor Agonists | 380,000 compounds, 0.007% hits | Glucagon-like peptide 1 receptor (Homo sapiens), P43220 | HEK293 GLP-1R CRE-luciferase, luminescence, 4-6 h; cells express a hypersensitive GLP-1R form | Potency, µM (titrated, usually from 45.6 µM), inactives show at the top dose activation, actives largely listed as activators; further: potency means the concentration at half of the fitted maximal effect; % of control where 0% means no effect
HEK293 tox: qHTS of GLP-1 Receptor Inverse Agonists: Cytotox Screen; HEK293 cAMP-luciferase reporter cells, luminescence, 24 h; Potency, µM (doses to about 38.3 µM), for the others: top-dose activity change, negative = inhibition, usual class: inhibitors; 410,000 compounds, 0.13% hits;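 further: loss of luciferase light is scored as toxicity; potency means the concentration at half of the fitted maximal effect; on the % scale 0 is the no-effect control and ±100 the full control effect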
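A 23 nL compound transfer followed 12 hours of cell culture at 37 deg C; exposure then lasted 24 hr. Luciferase assay detection reagent was dispensed and plates read for luminescence after a 12 min room-temperature wait.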
PTHR1 agonist: qHTS for PTHR1 Agonists: Primary Screen | Parathyroid hormone/parathyroid hormone-related peptide receptor (Homo sapiens), Q03431 | 410,000 compounds, 0.075% hits | Potency, µM (top dose mostly 115 µM), inactives show at the top dose activation, actives largely listed as activators | HEK293 GP2 PTHR1 cells, GloSensor cAMP luminescence, 1 h; further: potency means the concentration at half of the fitted maximal effect; nearly all actives have a fitted effect of over 55% in size; some results filed as inactive show a strong effect at the top dose; inactives centre near -15; many of its hits are not listed in these tables
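HEK-293-derived GP2 cells expressing PTHR1 and a GloSensor cAMP reporter, 3,000/well, plated overnight, given luciferin plus IBMX (each 0.5 mM as added) for 1 h at 37 °C, then compound for 1 h at 37 °C. Luminescence was read after 15 min at room temperature.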
PLK1 PBD block: qHTS for Inhibitors of PLK1-PDB (polo-like kinase 1 - polo-box domain): Primary Screen; Serine/threonine-protein kinase PLK1 (Homo sapiens), P53350; Plk1 PBD binding of FITC phosphopeptide, fluorescence polarization; Potency, µM, for the others: max response, negative = inhibition, usual class: inhibitors; 360,000 compounds, 2.8% hits; AID 720504, 2013; further: potency means the concentration at half of the fitted maximal effect; series mostly up to about 57 µM; on the % scale 0 is the no-effect control and ±100 the full control effect; nearly all actives have a fitted effect of over 65% in size
Target sequence (P53350 whole entry, looked up, the tested form may be a part): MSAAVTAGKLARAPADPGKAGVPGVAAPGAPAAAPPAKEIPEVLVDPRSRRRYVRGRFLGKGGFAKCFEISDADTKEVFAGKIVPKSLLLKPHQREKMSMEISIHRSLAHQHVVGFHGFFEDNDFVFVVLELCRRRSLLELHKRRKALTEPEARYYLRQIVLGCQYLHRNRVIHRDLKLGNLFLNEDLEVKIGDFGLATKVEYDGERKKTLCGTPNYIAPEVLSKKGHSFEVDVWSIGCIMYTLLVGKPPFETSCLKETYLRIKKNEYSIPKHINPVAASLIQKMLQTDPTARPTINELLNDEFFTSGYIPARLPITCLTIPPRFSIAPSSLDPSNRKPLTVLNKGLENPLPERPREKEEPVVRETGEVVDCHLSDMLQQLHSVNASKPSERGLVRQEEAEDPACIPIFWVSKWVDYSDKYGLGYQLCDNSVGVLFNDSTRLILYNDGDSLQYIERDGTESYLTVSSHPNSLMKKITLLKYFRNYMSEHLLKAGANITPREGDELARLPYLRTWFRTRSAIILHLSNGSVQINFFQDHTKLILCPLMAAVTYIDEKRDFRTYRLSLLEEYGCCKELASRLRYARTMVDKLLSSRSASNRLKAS
* marks the source's active call; other numbers are inactive results; i = inactive; ? = inconclusive; / = no result given; & = joins results of further samples; [ ] = another dose, or the depositor's remark. Unless noted, the call rests on the fitted dose curve; in most records, active means well fitted curve in the direction sought with a large enough effect; inconclusive means small, poorly fitted or top-dose-only effect, or another doubt; inactive means no such curve, though single readings can be large; an effect the other way counts as inactive or inconclusive.

SMILES | EPAC1 antagonist | EPAC1 ag | GLP-1R inv ag | PI5P4K alpha inh | IL2 activator | GLP1R ag | HEK293 tox | PTHR1 agonist | PLK1 PBD block
CCn1cc(C(=O)N[C@@H](CCSC)C(=O)NC(C)(C)CO)c(=O)c2cc3c(cc21)OCO3 | -13.3% | -0.4% | 35.0%[activator] | 3.4 | 0.2 | -7.1% | -5.8% | i | -11.0%
Cc1cccc(NC(=O)CN2CCN(C(=O)c3cc(C4CC4)nn3-c3ccccc3)CC2)c1C | 4.1% | -1.4% | -2.8% | -4.2 | -0.9 | 3.4% | 0.5% | i | -5.2%
Cc1cccc(C(=O)N2CCC(=O)N([C@H](COCc3cccc(Cl)c3)Cc3ccccc3)CC2)c1 | -15.2% | 0.6% | ? | 1.2 | -0.5 | 2.8% | ? | -93.3%[inhibitor] | 6.7%
COc1ccc(OC(=O)c2cc3cc(Cl)ccc3oc2=O)cc1 | -5.2% | 4.3% | 17.7% | -0.1 | -1.8 | -4.0% | -0.5% | -14.2% | -5.7%
C=CCN1C(=O)c2ccc(C(=O)OCC(=O)N(CC)C3CCS(=O)(=O)C3)cc2C1=O (stereo not drawn) | 3.0% | 14.7% | 10.1% | 8.2 | -0.1 | 1.0% | 5.5% | -8.7% | -1.1%
CC1CCCC(C)N1/N=C/c1cccc([N+](=O)[O-])c1 (stereo not drawn) | -3.3% | 2.9% | 0.6% | 10.5 | -1.1 | -3.6% | 13.8% | i | -1.7%
O=C(O)Cc1ccc(NS(=O)(=O)c2c(Cl)cccc2Cl)cc1 | -3.6% | -6.5% | 8.4% | 3.2 | -2.6 | -5.5% | -5.8% | i | 6.6%
O=C1N(Cc2cccnc2)C[C@@H]2C[C@@H](c3ccc4nsnc4c3)N3CCC[C@@]123 | -4.4% | 2.1% | 9.1% | -9.9 | 1.4 | 9.4% | 4.7% | i | -7.5%
Cc1ccc(C(=O)NNC(=S)Nc2cccc3ccccc23)s1 | 13.0% | -1.7% | -3.7% | -1.3 | -0.1 | -4.0% | 0.1% | -26.9%[57.5 µM] | ?
Cc1ccc(S(=O)(=O)N(C)C)cc1NC(=O)CCc1c[nH]c2ccccc12 | -21.6% | -1.8% | ? | 2.8 | -0.4 | 8.3% | 10.7% | i | -15.8%
CCOc1ccc(C(=O)Nc2ccccc2N2CCOCC2)cc1 | 15.1% | 12.8% | ? | 6.3 | 0.0 | -1.3% | 7.9% | -16.4% | -6.1%
C/C(=N\Nc1nc(Cl)c(Cl)cc1Cl)c1ccc(S(=O)(=O)NCc2ccco2)cc1 | -9.3% | -8.2% | -4.1% | -8.1 | -0.9 | -3.2% | -26.0% | -46.8%[inhibitor] | -9.4%
CN1N=C(C(C)(C)C)CSC1=Nc1ccc(F)cc1 | -22.1% | -6.8% | -18.4% | -7.1 | -0.8 | -1.8% | -2.2% | i | -2.1%
O=C(CCC(=O)c1cccs1)OCC(=O)c1ccc(Cl)s1 | 3.0% | -1.6% | 13.7% | -1.1 | 0.4 | -6.1% | 3.8% | i | -0.3%
Nc1nc(NCc2ccccc2)nc(-c2ccccc2)n1 | 5.8% | 5.9% | 39.2%[activator] | / | -3.3 | 0.2% | 13.0% | i | -0.9%
CCCc1cc(-n2cnc3ccccc32)n2c(nc3ccccc32)c1C#N | 3.4% | 14.2% | -1.0% | / | ? | -0.4% | 120.2%[activator] | -24.3% | -5.1%
Cc1ccc(NC(=O)C2CCCN(S(=O)(=O)c3c(C)noc3C)C2)nc1 (stereo not drawn) | 9.6% | 2.8% | -0.8% | 2.4 | -2.8 | -8.0% | -3.4% | -13.3%[57.5 µM] | -0.1%
O=C(Oc1ccccc1N1CCOCC1)c1ccccc1 | 21.2% | 0.1% | 4.5% | -2.4 | -3.6 | 3.4% | 34.3%[activator] | i | 3.5%
CCc1ccccc1NC(=O)c1cc(C2CC2)on1 | -6.3% | 1.0% | -18.0% | -13.3 | -1.2 | 0.2% | 1.5% | -4.8% | -7.4%
O=C(Nc1cccc2ccccc12)c1ccccc1NS(=O)(=O)c1cccc2cccnc12 | -12.7% | 11.9% | 1.7% | -3.2 | -0.1 | 1.8% | -3.8% | i | -10.5%
CCN(CC)CCN(C(=O)c1ccc(C(=O)c2ccccc2)cc1)c1nc2c(OC)cccc2s1 | 2.9% | 1.5% | -8.2% | -16.2 | -3.3 | -1.3% | -2.8% | -8.8% | 1.8%
CCOC(=O)N1CCN(S(=O)(=O)c2ccc(Br)cc2)CC1 | 10.0% | -7.6% | 6.4% | -1.6 | 1.6 | -0.6% | 0.9% | -69.6%[inhibitor] | 2.9%
O=C(CSc1ncn(-c2ccccc2)n1)Nc1nc2c(s1)CCCC2 | -16.2% | 5.0% | 3.2% | / | -0.9 | 10.1% | 3.4% | -7.5%[57.5 µM] | ?
Cc1cc(C)n(CC(C)NC(=O)c2cc(COc3c(F)cccc3F)on2)n1 (stereo not drawn) | -4.1% | -8.7% | -15.0%[0.307 µM] | -14.0 | -0.6 | 0.8% | -8.2%[0.307 µM] | -26.0% | 18.9µM*
COc1ccc2cc(C(=O)C3CCCN(C(=O)c4cnccn4)C3)ccc2c1 (stereo not drawn) | -2.6% | -2.0% | -2.8% | 3.8 | -3.2 | 12.3% | -2.5% | 15.5% | -2.5%
COc1ccc(N(CC(=O)O)S(C)(=O)=O)cc1OC | -1.5% | -5.3% | 26.3% | -3.3 | 0.1 | 4.2% | 13.0% | -11.6%[57.5 µM] | -1.9%
O=C(O)CC(Cc1ccccc1)(C(=O)O)c1ccccc1 (stereo not drawn) | -15.8% | 6.5% | 13.8% | 1.6 | 2.8 | -3.7% | -1.9% | -4.0% | -3.6%
Cn1nc(C(=O)NCC(=O)Nc2ccc(F)c(F)c2F)c2ccccc2c1=O | -5.0% | 7.7% | 13.5% | 0.8 | -0.4 | -1.3% | -6.0% | -6.8% | -3.1%
CCOc1ccc(NC(=O)C2CCCN(S(C)(=O)=O)C2)cc1 (stereo not drawn) | -16.9% | -12.3% | 24.1% | 1.2 | 0.0 | 8.4% | 5.4% | 20.6% | -7.3%
CCc1cccc(NS(=O)(=O)c2c(C)nc3sc(CC)nn3c2=O)c1 | 0.6% | 0.9% | ? | -0.2 | 4.4 | -2.8% | -12.4%&3.5% | -45.5%[inhibitor] | -4.5%
Cc1cc(C)c(S(=O)(=O)N2CCN(C(=O)c3cc(=O)[nH]c4ccccc34)CC2)c(C)c1 | -6.2% | 0.3% | ? | 0.4 | -0.3 | -3.6% | -23.8% | -39.8%[inhibitor] | -10.8%
COc1ccc(COC(=O)CN2C(=O)NC3(CC(C)CC(C)(C)C3)C2=O)cc1F (stereo not drawn) | -12.6% | -10.5% | -17.4% | 5.7 | -0.9 | 13.2% | 1.7% | 15.5% | -18.7%
CCCC[n+]1c(C)sc2ccc(C)cc21 | 5.9% | -5.7% | 0.5% | -7.3 | 0.1 | -5.1% | 3.2% | i | -13.1%
CCOc1ccc(NS(=O)(=O)c2cc(C(=O)NCC3CCCO3)ccc2Cl)cc1 (stereo not drawn) | 11.5% | 2.0% | ? | -4.5 | -2.3 | 7.4% | -0.3% | i | 1.5%
O=C(C[n+]1ccccc1)N/N=C/c1cc(Br)ccc1F | -6.6% | 3.3% | -9.9% | 0.8 | 1.9 | -0.6% | -22.6% | -12.6% | -8.2%
O=C(NCCO)c1ccc(-c2nnc(Nc3ccc(O)cc3)c3ccccc23)cc1 | -7.8% | 11.8% | -2.5% | -4.4 | 1.5 | 4.3% | -19.9% | i | -4.3%
COc1cccc(N=C2SC(C(=O)Nc3ccc(F)cc3)CC(=O)N2C)c1 (stereo not drawn) | -16.2% | 16.4% | ? | / | -1.4 | 28.6% | -29.8% | i | 1.3%
CCOC(=O)C1CCN(C(=O)COc2cc(C)c(Br)cc2C)CC1 | 0.3% | -4.1% | ? | 0.5 | -0.3 | 17.1% | -4.0% | -84.4%[inhibitor][57.5 µM] | -2.2%
COc1ccc(-c2csc3ncn(CC(=O)N4CCOCC4)c(=O)c23)cc1 | -2.3% | 7.9% | 1.0% | -0.5 | -2.9 | -4.7% | -0.3% | i | -12.1%
Cc1ccc(S(=O)(=O)N2CCN(Cc3ccsc3)CC2)cc1 | -19.4% | -3.9% | -17.2% | -8.1 | 1.3 | 11.5% | -0.1% | -13.2% | -17.9%

The final 2 entries of the part above lead into the next.
SMILES | EPAC1 antagonist | EPAC1 ag | GLP-1R inv ag | PI5P4K alpha inh | IL2 activator | GLP1R ag | HEK293 tox | PTHR1 agonist | PLK1 PBD block
COc1ccc(-c2csc3ncn(CC(=O)N4CCOCC4)c(=O)c23)cc1 | -2.3% | 7.9% | 1.0% | -0.5 | -2.9 | -4.7% | -0.3% | i | -12.1%
Cc1ccc(S(=O)(=O)N2CCN(Cc3ccsc3)CC2)cc1 | -19.4% | -3.9% | -17.2% | -8.1 | 1.3 | 11.5% | -0.1% | -13.2% | -17.9%
CCNCc1nc2cc(Cl)ccc2c(=O)[nH]1 | 4.4% | 0.0% | 10µM* | -1.0 | -1.1 | 3.5% | ? | 29.4% | -8.0%
O=C(CCN1C(=O)c2cccc3cccc(c23)C1=O)Nc1ccon1 | 1.3% | 13.1% | 0.8% | 2.5 | 0.4 | 6.0% | 0.0% | i | 0.9%
COc1ccc(CNC(=O)c2ccc(CS(=O)c3ccccc3)o2)cc1 (stereo not drawn) | -3.9% | -5.1% | -6.4% | 0.6 | -0.2 | -0.6% | -2.9% | i | -6.3%
Cc1ccc(-n2nc(C)c(NC(=O)CCl)c2C)cc1 | 9.4% | -4.0% | -17.0% | -4.2 | 3.2 | -11.0% | -37.2% | i | -1.3%

High-throughput results from PubChem.

Some of the compounds tested (hit frequency here may not be typical).
